# All columns: NCI-60 one-dose screen, growth in % after 48 h at 10 µM unless noted; 100 = growth as untreated, 0 = no growth, -100 = all killed.
# OVCAR-4 = OVCAR-4 ovarian cancer cells; actives 3.7% (n = 80,000); AID 1794784
# NCI-H322M = NCI-H322M lung cancer | actives 2.7% (n = 80,000) | AID 1794733
# NCI-H23 = NCI-H23 lung cancer; actives 4% (n = 80,000); AID 1794731
# SK-OV-3 = SK-OV-3 ovarian cancer cells | actives 3.2% (n = 80,000) | AID 1794785
# NCI/ADR-RES = NCI/ADR-RES ovarian cells; actives 4.4% (n = 81,000)
# NCI-H460 = NCI-H460 lung cancer; actives 6.8% (n = 82,000)
# NCI-H522 = NCI-H522 lung cancer | actives 8% (n = 78,000) | AID 1794739
# NCI-H226 = NCI-H226 lung cancer. actives 3.5% (n = 79,000). AID 1794732
# IGROV1 = IGROV1 ovarian cancer | actives 4.7% (n = 79,000)
# * hit, by the source's call; x = no result given; & = joins results of further samples. Rule for the calls: active = growth percent below 10; inactive = the rest.
SMILES,OVCAR-4,NCI-H322M,NCI-H23,SK-OV-3,NCI/ADR-RES,NCI-H460,NCI-H522,NCI-H226,IGROV1
COc1ccc(-c2cn[nH]c2-c2cc(OC)c3c(c2)OCCO3)cc1,74,51,26,16,9.8*,4.7*,-23*,57,50
CC1=NN(C)C(=O)C1C(=O)c1nnn(-c2ccccc2)c1C (stereo unspecified),105,94,91,115,96,103,90,96,102
CCCCC(=O)Nc1cccc(NC(=O)c2cccc(F)c2)c1,99,93,104,107,108,100,84,107,100
COc1cc(-c2nn(Cc3ccccc3)c3c2-c2oncc2CC3)cc(OC)c1OC,82,103,100,128,62,97,72,117,106
Cc1nnc2c3nnnn3c3ccccc3n12,104,85,97,92,102,108,100,101,91
COc1cc(-c2n[nH]nc2-c2ccc3c(c2)OCCO3)cc(OC)c1OC,35,51,23,3.3*,2.7*,2.7*,-45*,76,22
COc1cccc(-c2nc3sccn3c2-c2ccnc(NCCNC(=O)c3ccc(N4CCOCC4)c(C(F)(F)F)c3)n2)c1,102,101,102,83,70,78,61,85,69
COC1CCC2CC(C(=O)N3CCC(C(C)C(=O)NCC4CCCCC4)CC3)NC2C1 (stereo unspecified),73,97,87,65,83,87,55,77,93
Cc1nn(-c2ccccc2)c(N2CCCCC2)c1/C=N/NC(=O)Cn1c(=O)sc2ccccc21,79,76,83,89,75,82,65,93,67
CCOC(=O)c1cc(C#N)n2ncc3ccccc3c12,x,102,94,107,98,101,93,91,92
CCCCCCCCCCCCC1CCCC(C)C1 (stereo unspecified),x,95,105,100,95,101,x,100,92
N#CC1=C(N)Oc2n[nH]c(-c3ccccn3)c2C1c1ccco1 (stereo unspecified),101,93,98,108,101,112,99,100,108
Cc1cc(N=C2C=CC(=O)C=C2)c(N)cc1N,94,102,90,99,95,104,61,99,71
COC1=C(Nc2ccc(OC)cc2)C(=O)C(OC)=C(Nc2ccc(OC)cc2)C1=O,105,119,98,97,104,104,100,103,60
COc1ccc(N2C(=O)C(c3ccccc3)(c3ccccc3)C2c2ccccc2OC(=O)C(c2ccccc2)c2ccccc2)cc1 (stereo unspecified),98,92,89,99,86,105,85,98,96
CCCC(CCC)=NCCCO,102,107,98,108,107,107,94,117,96
COc1ccc(/C(C)=N/N=C2C(=O)Nc3c(Cl)cccc32)cc1S(N)(=O)=O,104,94,95,96,98,100,33,82,108
O=c1c2ccccc2[nH]c2ccccc12,88,110,95,101,90,96,x,103,101
CC(C)NCC(O)COc1ccc(COCCOC(C)C)cc1 (stereo unspecified),103,105,97,105,103,112,129,109,112
CCC(OC(=O)CC(C)C)c1ccccc1 (stereo unspecified),112,93,99,102,99,105,72,89,111
CC/C(=C\C(=O)O)C(=O)O,106,120,107,110,109,107,107,114,111
CC1CCc2c(sc3nc(SCC(=O)c4cccc([N+](=O)[O-])c4)n(-c4ccccc4)c(=O)c23)C1 (stereo unspecified),98,98,47,99,65,97,54,67,75
Cc1cc([N+](=O)[O-])cc(C)[n+]1[O-],100,95,105,106,107,103,101,100,105
COc1ccc(-c2[nH]nc(N)c2-c2ccccc2)c(O)c1,99,93,90,99,97,99,81,83,69
CCOC(=O)C1=C(N)N(c2ccccc2)C2=C(C(=O)CC(C)(C)C2)C1c1ccc(Cl)cc1 (stereo unspecified),29,65,49,44,26,13,38,70,59

# The list goes on.
SMILES,OVCAR-4,NCI-H322M,NCI-H23,SK-OV-3,NCI/ADR-RES,NCI-H460,NCI-H522,NCI-H226,IGROV1
COc1cc(Cn2cc3c(c2)-c2onc(CN4CCCC4)c2CC3)cc(OC)c1OC,73,91,86,108,95,109,84,88,101
Nc1nnc(CSc2nc3ccccc3c(=O)n2CCc2ccccn2)s1,112,104,98,114,103,112,96,106,113
CCOC(=O)c1sc(/N=C2\NC(=O)/C(=C/c3cn(C)c4ccccc34)S2)nc1C,92,102,92,99,105,109,84,90,92
Nc1nnc(-c2cncc(Br)c2)c(-c2c[nH]c3ccccc23)n1,94,88,93,91,92,105,79,75,102
O=S(=O)(NCCCNc1nccc(-c2[nH]c(-c3ccccc3)nc2-c2ccc(Cl)c(O)c2)n1)c1ccccc1,99,101,84,120,99,69,81,99,85
S=c1sc2ccccc2n1C=Nc1ccccc1,102,88,85,87,96,94,100,77,88
CCCCSc1nc(N/N=C/c2cc(Cl)ccc2O)c(C#N)c(-c2ccc(F)cc2)n1,70,94,85,93,81,49,66,94,97
OCCCN=Cc1cc(Cl)cc(Cl)c1O,85,113,105,93,95,111,93,100,101
CC(O)(CC(=O)CC(=O)c1ccccc1)c1ccccc1 (stereo unspecified),118&70,105&116,87&102,114&115,73&83,101&94,96&91,86&94,103&92
Cc1cc2nc(-c3ccccn3)n3c(=O)cc(C)n3c2cc1C,100,87,116,110,111,110,95,96,118
COc1ccc2[nH]cc(-c3nnc(N)nc3-c3cn(C)c4ncccc34)c2c1,100,84,89,104,102,91,86,84,95
Cc1ccc(S(=O)(=O)Nc2ccc(C(=O)CC3(O)C(=O)Nc4ccc(F)cc43)cc2)cc1 (stereo unspecified),120,99,90,88,94,103,101,93,92
CCCCN1C(=O)c2cccc3c(OC)cc(/C=C/C(=O)OC)c(c23)C1=O,89,89,78,84,88,97,83,67,68
O=C(O)c1cccc(C(=O)O)n1,117,121,101,112,108,102,x,106,103
COc1cccc(/C=C2/C[C@]3(C)[C@H]4CC[C@@H]5[C@@H](/C(C)=C\CC=C(C)C)CC[C@@]5(C)[C@]4(C)CC[C@H]3C(C)(C)C2=O)c1,104,92,99,102,97,104,88,93,95
Oc1ccc(-c2ccc3c(c2)ncn3-c2cccc(F)c2)cc1,80,99,100,115,88,95,84,104,110
Fc1cc(F)cc(C(c2c[nH]c3ccccc23)c2c[nH]c3ccccc23)c1,116,86,89,117,92,98,75,103,-6.5*
C=CCn1c(SCC(=O)Nc2ccc(C(=O)/C=C/c3ccc(OC)cc3)cc2)nnc1-c1cc(-c2ccc(Cl)cc2)nc2ccccc12,88,x,91,89,96,103,86,84,69
N#C/C(C(=O)c1ccccc1)=C1/C(=O)Nc2ccccc21,x,100,102,85,103,106,98,104,86
O=C(O)CCc1nc2c(=O)[nH]c(SCC(=O)Nc3cccc(F)c3)nc2[nH]c1=O,107,104,98,103,98,102,89,92,104
N=C(N)c1ccc(-c2ccc(-c3ccc(F)cc3)s2)nc1,80,66,82,86,94,-13*,64,72,66
C[N+](C)(C)CC(=O)N/N=C/c1ccc(O)cc1O,x,94,99,95,107,112,95,99,119
CC(CC(=O)c1ccccc1)c1ccccc1 (stereo unspecified),109,91,106,127,118,104,84,98,101
CN(C)CC1C2CCC(C2)C1O (stereo unspecified),111,113,101,106,105,111,x,103,x
COc1ccc(C2=NN3C(C2)c2ccccc2OC32C(=O)Nc3ccc(Br)cc32)cc1 (stereo unspecified),99,102,92,104,100,103,96,105,99

# (cont.)
SMILES,OVCAR-4,NCI-H322M,NCI-H23,SK-OV-3,NCI/ADR-RES,NCI-H460,NCI-H522,NCI-H226,IGROV1
Cc1cc(C)c2c(=O)cc(C(=O)Nc3nonc3-c3ccc4c(c3)CCCC4)oc2c1,95,96,98,95,110,102,93,109,105
c1ccc(-c2nnc(Nc3ccc4c(c3)OCCO4)o2)c(NCc2ccncc2)c1,36,40,2.7*,-3.0*,4.8*,4.5*,-34*,-9.3*,28
Cc1cnc(SCc2ccc(Cl)cc2Cl)[nH]c1=O,90,99,101,95,102,106,177,106,352
O=C(CN1C(=O)S/C(=C\c2cc(Cl)ccc2Cl)C1=O)Nc1ncc(Cc2ccc(Cl)cc2)s1,101,104,102,96,104,104,92,104,104
COc1cc(/C=C2\Oc3cc(C)c(Cl)c(C)c3C2=O)ccc1O,83,99,94,x,105,106,103,104,92
O=C(O)c1cn(C2CC2)c2cc(N3CCN(Cn4nc(-c5cccnc5)n(-c5ccccc5)c4=S)CC3)c(F)cc2c1=O,107,108,99,x,102,104,108,x,106
NS(=O)(=O)c1ccc(C(=O)N=Nc2c(O)[nH]c3ccc(F)cc23)cc1,106,99,92,99,98,107,94,102,102
C/C=C(\C)C(=O)O[C@@H]1C2C=C3C4CC(=O)O[C@@H](c5ccoc5)[C@]4(C)CC[C@@H]3[C@@](C)(C2=O)[C@@H]([C@@H](OC(C)=O)C(=O)OC)C1(C)C (stereo partly specified),103,84,94,100,99,103,81,91,92
O=C(CN1CCN(c2cc3c(cc2F)c(=O)c(C(=O)N/N=C/c2ccccc2O)cn3C2CC2)CC1)N/N=C\c1ccccc1O,20,25,28,35,24,0.9*,23,36,22
O=C(Nc1ccc(OS(=O)(=O)c2ccc(F)cc2)cc1)C1CCCC1,99,96,100,93,106,106,71,87,104
O=C1[C@@H]2Cc3c([nH]c4ccccc34)[C@H](c3ccc(Cl)cc3)N2C(=O)CN1C1CCN(Cc2c(Cl)cccc2Cl)CC1,85,94,100,100,89,96,90,78,72
CC1(C)Oc2ccccc2O1,112,110,110,104,112,113,94,104,112
O=[N+]([O-])c1ccc(OC2OCC(O)C(O)C2O)cc1 (stereo unspecified),108&109,113&111,106&98,121&121,111&110,114&107,104&110,104&97,117&118
C#CCSCCO,98,113,107,113,106,105,99,96,120
COc1ccc(/C=C/C(=O)c2c(C)oc3nc[nH]c(=O)c23)cc1,89,92,86,x,95,96,85,102,97
COc1cc(-c2cc(/C=C/C(=O)c3ccc(F)c(F)c3)[nH]n2)cc(OC)c1OC,40,74,56,90,63,58,47,66,73
CCC(C)=NCCO,114,115,102,107,112,112,88,112,108
CCCCOC(=O)C1CC2CC1C1OC21 (stereo unspecified),111,91,102,98,102,106,109,97,101
O=C(NNC(=O)c1ccncc1)Nc1cccc2ccccc12,111,107,106,109,116,100,71,104,x
COc1ccc2nc(C)ccc2c1,109,85,102,97,97,109,93,92,96
CN(C)c1ccc(-c2cc(-c3c[nH]c4ccccc34)nc(N)c2C#N)cc1,70,70,55,31,15,7.1*,2.9*,63,42
COc1cc2c(c(Br)c1N)-c1cc(Br)c(N)cc1C2=O,22,71,50,74,48,46,70,-24*,32
CCCC(C)C(C)(C(=O)OCC)C(=O)OCC (stereo unspecified),102,121,103,106,114,107,103,108,111
Cn1c(=O)[nH]c(=O)c2nc(/C=C(\O)c3cc4ccccc4s3)c(=O)[nH]c21,98,95,96,88,100,103,94,77,75
COc1ccc(-c2csc(NC(=O)Nc3nc(-c4ccc(OC)cc4)cs3)n2)cc1,79,90,67,116,79,85,92,71,92

# Arranged by number of heavy atoms (largest number first): part of the list above.
SMILES,OVCAR-4,NCI-H322M,NCI-H23,SK-OV-3,NCI/ADR-RES,NCI-H460,NCI-H522,NCI-H226,IGROV1
O=C(CN1CCN(c2cc3c(cc2F)c(=O)c(C(=O)N/N=C/c2ccccc2O)cn3C2CC2)CC1)N/N=C\c1ccccc1O,20,25,28,35,24,0.9*,23,36,22
O=C1[C@@H]2Cc3c([nH]c4ccccc34)[C@H](c3ccc(Cl)cc3)N2C(=O)CN1C1CCN(Cc2c(Cl)cccc2Cl)CC1,85,94,100,100,89,96,90,78,72
O=C(CN1C(=O)S/C(=C\c2cc(Cl)ccc2Cl)C1=O)Nc1ncc(Cc2ccc(Cl)cc2)s1,101,104,102,96,104,104,92,104,104
Cc1cc(C)c2c(=O)cc(C(=O)Nc3nonc3-c3ccc4c(c3)CCCC4)oc2c1,95,96,98,95,110,102,93,109,105
COc1ccc(-c2csc(NC(=O)Nc3nc(-c4ccc(OC)cc4)cs3)n2)cc1,79,90,67,116,79,85,92,71,92
COc1cc(-c2cc(/C=C/C(=O)c3ccc(F)c(F)c3)[nH]n2)cc(OC)c1OC,40,74,56,90,63,58,47,66,73
CN(C)c1ccc(-c2cc(-c3c[nH]c4ccccc34)nc(N)c2C#N)cc1,70,70,55,31,15,7.1*,2.9*,63,42
Cn1c(=O)[nH]c(=O)c2nc(/C=C(\O)c3cc4ccccc4s3)c(=O)[nH]c21,98,95,96,88,100,103,94,77,75
COc1cc(/C=C2\Oc3cc(C)c(Cl)c(C)c3C2=O)ccc1O,83,99,94,x,105,106,103,104,92
COc1cc2c(c(Br)c1N)-c1cc(Br)c(N)cc1C2=O,22,71,50,74,48,46,70,-24*,32
O=[N+]([O-])c1ccc(OC2OCC(O)C(O)C2O)cc1 (stereo unspecified),108&109,113&111,106&98,121&121,111&110,114&107,104&110,104&97,117&118
Cc1cnc(SCc2ccc(Cl)cc2Cl)[nH]c1=O,90,99,101,95,102,106,177,106,352
COc1ccc2nc(C)ccc2c1,109,85,102,97,97,109,93,92,96
CC1(C)Oc2ccccc2O1,112,110,110,104,112,113,94,104,112

# Later entries:
SMILES,OVCAR-4,NCI-H322M,NCI-H23,SK-OV-3,NCI/ADR-RES,NCI-H460,NCI-H522,NCI-H226,IGROV1
CC(C)C[C@@H](/C=C/S(=O)(=O)c1ccccc1)NC(=O)[C@H](Cc1ccccc1)NC(=O)c1cnccn1,102,93,110,108,105,107,86,126,96
O=C(O)C(c1ccccc1)C(O)C1CC=CCC1 (stereo unspecified),109,123,98,112,103,114,98,108,116
CCOC(=O)c1nc2cc(C#N)ccn2c1C(=O)c1ccc(Br)cc1,105,111,101,92,105,109,84,99,103
C=CC(=O)Nc1ccc(Oc2nccc(Nc3nnc(-c4ccc(C)cc4)s3)n2)cc1,99,99,80,78,59,60,24,86,63
CCOC(=O)C1=C(C)N=C2SC=C(c3ccc(Cl)cc3)N2[C@H]1c1cn[nH]c1-c1ccc(F)cc1,101,82,85,87,103,86,70,86,65
CCCCn1c(C)nc2ccc(Nc3nc(Cl)nc4nc[nH]c34)cc21,68,82,75,77,101,71,73,62,68
O=C1C=CC(=NOC(=O)c2ccccc2)C=C1,103,96,113,109,117,118,109,112,94
CCCCn1c(C)nc2cc(Nc3nc(N4CCN(C)CC4)nc4nc[nH]c34)ccc21,113,100,99,108,95,104,93,118,104
Cc1ccc2nc(Sc3ncccc3C(=O)O)n(Cc3ccccc3)c(=O)c2c1,84,97,94,102,87,104,76,79,84
CCN(CC)CCNc1ccc(Cl)cc1,109,100,98,100,96,106,66,100,95
C[C@@H](C[C@H](CCOC(=O)N1CCOCC1)c1ccccc1)c1ccc2ccccc2c1,92,109,89,115,90,108,81,97,102
